POLH inh = blocks human DNA polymerase eta activity; Q9Y253; recombinant Pol eta, fluorescent DNA replication assay; Potency, µM (highest dose often 114 µM), for inactives: at the top dose activity change, negative = inhibition, usual class: inhibitors; 390,000 compounds, 1.2% hits; AID 588591; also: potency is read from the fitted curve at half-maximal effect; % is scaled to controls: 0 for no effect and ±100 for the full control effect
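Pol eta at 10 nM preincubated with compounds 15 min at room temperature; reaction started with fluorescent substrate (50 nM final) and read kinetically at 0 and 10 min.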
RXFP1 antag = blocks the human relaxin receptor RXFP1; Q9HBX9; HEK293-RXFP1, relaxin-stimulated cAMP HTRF, 30 min; active compounds read low; activity change, negative = inhibition, % at 57.5 µM; 350,000 compounds, 0.59% hits; AID 1259400;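 active = activity change of -60% or lower, but not beyond a set lower limit; inconclusive = change between -60% and -40%, or beyond the set limit; inactive = change above -40%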; also: % is scaled to controls: 0 for no effect and ±100 for the full control effect
APEX1 inh = inhibitors of human APE1 endonuclease. AID 2517. 350,000 compounds, 0.35% hits. recombinant APE1, TAMRA/BHQ-2 abasic DNA cleavage fluorescence. Potency, µM (titrated, usually from 65.8 µM), for the others: at the top dose activity change, negative = inhibition, hits mostly inhibitors;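 also: potency is read from the fitted curve at half-maximal effect; plate controls were vehicle for no effect and reference inhibitor for full effect; nearly all actives have a fitted effect of over 55% in size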
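Enzyme (0.75 nM final) and test compound are incubated 15 min at room temperature before adding 50 nM quenched THF abasic-site duplex. Cleavage dequenches TAMRA, followed at 525/598 nm over three reads one minute apart.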
BLM inh = inhibitors of human Bloom syndrome helicase BLM; P54132; Potency, µM (doses to about 56.1 µM), for inactives: at the top dose activity change, negative = inhibition, hits mostly inhibitors; 350,000 compounds, 0.2% hits; recombinant BLM DNA unwinding, fluorescence dequenching;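 also: potency is read from the fitted curve at half-maximal effect; plate controls were vehicle for no effect and no enzyme for full effect; nearly all actives have a fitted effect of over 35% in size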
POLB inh = DNA polymerase beta (human) inhibition | AID 485314 | Pol beta primer extension/strand displacement, fluorescence kinetic | P06746 | 340,000 compounds, 1.3% hits | Potency, µM (doses to about 114 µM), inactives show at the top dose activity change, negative = inhibition, most hits filed as inhibitors; also: potency is read from the fitted curve at half-maximal effect; % is scaled to controls: 0 for no effect and ±100 for the full control effect
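Kinetic readout of DNA synthesis with strand displacement by Pol beta. Compound and 10 nM enzyme sit 15 min at room temperature; 50 nM substrate starts the reaction, read immediately and at 10 min.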
POLI inh = DNA polymerase iota (human) inhibition; AID 588590; Q9UNA4; 390,000 compounds, 1% hits; Potency, µM (doses to about 115 µM), for inactives: at the top dose activity, negative = inhibition, most hits filed as inhibitors; Pol iota fluorescent replication assay, 10 min; also: potency is read from the fitted curve at half-maximal effect
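Fluorescent replication assay read twice, at 0 min and 10 min after adding 50 nM (final) substrate. Enzyme (10 nM) and compounds were first incubated 15 min at room temperature; enzyme-free buffer wells were negative controls.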
Pol kappa inh = inhibitors of human DNA polymerase kappa; Q9UBT6; purified Pol kappa, fluorescent DNA synthesis assay, 10 min; Potency, µM (titrated, usually from 107 µM), for inactives: at the top dose activity, negative = inhibition, hits mostly inhibitors; 400,000 compounds, 0.53% hits; also: potency is read from the fitted curve at half-maximal effect; % is scaled to controls: 0 for no effect and ±100 for the full control effect
Target sequence (Q9UBT6 whole entry, looked up): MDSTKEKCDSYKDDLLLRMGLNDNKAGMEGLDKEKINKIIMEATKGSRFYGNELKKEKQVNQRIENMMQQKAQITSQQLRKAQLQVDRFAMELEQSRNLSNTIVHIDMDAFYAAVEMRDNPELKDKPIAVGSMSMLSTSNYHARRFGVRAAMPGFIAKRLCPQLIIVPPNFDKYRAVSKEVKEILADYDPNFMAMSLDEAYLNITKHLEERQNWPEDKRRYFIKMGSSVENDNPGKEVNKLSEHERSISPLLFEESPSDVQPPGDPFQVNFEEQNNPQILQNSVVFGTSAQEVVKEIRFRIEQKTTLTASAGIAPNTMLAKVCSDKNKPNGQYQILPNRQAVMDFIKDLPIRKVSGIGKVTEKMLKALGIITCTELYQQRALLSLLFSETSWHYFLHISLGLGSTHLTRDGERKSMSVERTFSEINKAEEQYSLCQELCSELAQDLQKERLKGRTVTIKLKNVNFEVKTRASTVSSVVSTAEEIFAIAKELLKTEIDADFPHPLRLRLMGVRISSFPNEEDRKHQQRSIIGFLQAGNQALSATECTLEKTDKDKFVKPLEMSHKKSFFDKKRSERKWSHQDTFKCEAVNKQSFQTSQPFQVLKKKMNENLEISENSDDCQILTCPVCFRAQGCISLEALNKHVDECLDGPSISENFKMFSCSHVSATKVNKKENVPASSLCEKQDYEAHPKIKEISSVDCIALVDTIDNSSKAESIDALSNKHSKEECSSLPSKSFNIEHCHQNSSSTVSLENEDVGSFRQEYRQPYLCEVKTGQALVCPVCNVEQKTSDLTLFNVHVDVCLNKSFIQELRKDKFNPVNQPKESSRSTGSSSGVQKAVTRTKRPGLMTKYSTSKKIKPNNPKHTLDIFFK
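10 nM Pol kappa was preincubated with compounds for 15 min at room temperature. Reaction started with 50 nM (final) substrate. Fluorescence read kinetically at 0 and 10 min.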
PGK inhibitor = inhibitors of T. brucei phosphoglycerate kinase; Potency, µM (titrated, usually from 57.5 µM), without a hit: at the highest dose activity change, negative = inhibition, most hits filed as inhibitors; 380,000 compounds, 0.043% hits; PGK/GAPDH coupled, Kinase-Glo luminescence, 60 min; also: potency is read from the fitted curve at half-maximal effect; % is scaled to controls: 0 for no effect and ±100 for the full control effect; nearly all actives have a fitted effect of over 60% in size
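Luminescent ATP detection (Kinase-Glo Plus) follows a 60-minute room-temperature incubation, with wells lacking PGK as controls. Buffer: 100 mM TEA (pH 7.6), 5 mM MgCl2, 0.01% Tween-20. Coupling enzyme GAPDH (100 nM final) supplies unstable 1,3-BPG in-well.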
Anesthetic bind = binds horse apoferritin like a general anesthetic; P02791; apoferritin/1-aminoanthracene competitive binding, fluorescence; Potency, µM (highest dose often 77.5 µM), without a hit: at the highest dose activity change, negative = displacement, usual class: inhibitors; 350,000 compounds, 0.074% hits; AID 485281; also: potency is read from the fitted curve at half-maximal effect; % is scaled to controls: 0 for no effect and ±100 for the full control effect; nearly all actives have a fitted effect of over 20% in size
Target sequence (P02791 2-175 limits assumed): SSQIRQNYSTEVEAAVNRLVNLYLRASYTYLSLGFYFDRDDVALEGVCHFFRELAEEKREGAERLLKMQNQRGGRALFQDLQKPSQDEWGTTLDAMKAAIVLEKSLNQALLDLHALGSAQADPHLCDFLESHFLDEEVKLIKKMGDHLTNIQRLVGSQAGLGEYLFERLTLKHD
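Probe: 1-aminoanthracene (50% saturated, PBS). Protein: horse-spleen apoferritin, 10 uM. Incubation: 10 min, room temperature. Detection: 380 nm excitation, 535 nm emission. Analysis: normalized response, four-parameter Hill.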
Numbers without * were called inactive; i = inactive; ? = inconclusive; · = not tested or not shown; & = joins results of further samples; [ ] = remark or other dose. Unless noted, calls follow the shape of the dose curve; as a rule, active = well fitted curve in the direction sought with a large enough effect; inconclusive = small, poorly fitted or top-dose-only effect, or another doubt; inactive = no such curve, though single readings can be large; an effect the other way counts as inactive or inconclusive.

mol | POLH inh | RXFP1 antag | APEX1 inh | BLM inh | POLB inh | POLI inh | Pol kappa inh | PGK inhibitor | Anesthetic bind
Cc1cc2c(cc1C)CSC(c1ccccc1O)SC2 | -26% | -9 | -8% | -9% | -23% | 10% | -8% | 5% | ?
O=[N+]([O-])c1cccc2cn[nH]c12 | -10% | · | -10%&-2%&-2%&-8% | 4%&-11%&-4% | -1% | -9% | -11%[60.1 µM] | -2% | -10%
O=S(=O)(Cc1ccccc1)N1CCN(Cc2c(F)cccc2Cl)CC1 | -18% | 0 | 18% | · | · | 3% | -3% | i | ·
COc1cc(Br)c(/C=C/c2ccc3cccc(O)c3n2)cc1OC | -16% | 10 | 6% | -7% | 1% | 13% | -17% | · | -17%
Cc1nc(N2CCOCC2)c2c(C(=O)N3CCN(c4cccc(C(F)(F)F)c4)CC3)c(C)oc2n1 | -10% | 1 | · | -1% | 27% | 3% | 8% | -1% | 3%
OCCNc1nc(Cl)nc(NCc2ccco2)n1 | -13% | -2 | -3% | -2% | 12% | -4% | -6% | 4% | -5%
O=C(COc1cc2oc(=O)c3c(c2cc1Cl)CCC3)N1C[C@H]2C[C@@H](C1)c1cccc(=O)n1C2 | -8% | · | -3% | 3% | 10% | 44%[activator] | 20% | i | -13%
CCOc1ncccc1C(=O)Nc1c(C)n(C)n(-c2ccccc2)c1=O | -17% | -5 | 14% | -2% | 7% | -11% | 6% | -8% | 13%
COc1cc(C(=O)OCC(=O)Nc2ccc(C(C)=O)cc2)ccc1OCC(=O)N1CCOCC1 | 0% | -5 | 10% | 1% | 3% | 18% | 2% | -7% | -1%
CCOC(=O)c1c(C)oc2ccc(OCC(N)=O)cc12 | -8% | 12 | -5% | 2% | 1% | 13% | -15% | -4% | 6%
O=C(O)c1ccc(S(=O)(=O)NCC2CCCCC2)cc1 | -1% | 10 | 29% | -2% | 86% | 28% | -2% | -7% | 1%
COc1ccc(NC(=O)CCC(=O)Nc2ccc3nc(N4CCOCC4)cc(C)c3c2)c(OC)c1 | 2% | 11 | 31% | -6% | 12% | 11% | 5% | -6% | -3%
C=CCn1ncc(OC)c(Cl)c1=O | -8% | 8 | -1% | 0% | 55% | 15% | 3% | -6% | -15%
O=C(OCCN1C(=O)c2ccccc2C1=O)c1ccccc1 | -7% | -2 | 11% | -13% | 7% | 42%[activator] | -5% | 4% | -10%
COc1ccc(CN2CCNC(=O)C2CC(=O)N(C)Cc2ccon2)cc1OC (stereo not given) | -1% | 3 | 11% | -1% | 12% | 11% | -6% | i | -6%
CCOC(=O)N1CCN(C(=O)C2CCCN(c3ncnc4c3nc3n4CCCCC3)C2)CC1 (stereo not given) | -11% | 16 | 45%[activator] | -3% | 18% | 45%[activator] | 0% | -8% | -4%
CCCCc1ccc(NC(=O)c2cnccn2)cc1 | -17% | -30 | 0% | -3% | -1% | 128%[activator] | -2% | -2% | -24%
Cc1[nH]c(=O)[nH]c(=O)c1NS(=O)(=O)c1ccc2c(c1)CCCC2 | -11% | 5 | -5% | -4% | -10% | -8% | -3% | -4% | -6%
COCCn1nnnc1C(c1cccs1)N1CCN2CCCC2C1 (stereo not given) | -18% | -2 | 4% | -3% | -20% | 65%[activator] | -1% | i | -1%
Cc1cc(OC(C)C(=O)N(Cc2ccco2)C2CCS(=O)(=O)C2)ccc1Cl (stereo not given) | -23% | 5 | 24% | -1% | 4% | 55%[activator] | 4% | -10% | -18%

Additional structures follow:
mol | POLH inh | RXFP1 antag | APEX1 inh | BLM inh | POLB inh | POLI inh | Pol kappa inh | PGK inhibitor | Anesthetic bind
CCc1ccccc1NC(=O)CSC1=C(C#N)C(c2ccc(O)c(OC)c2)C2=C(CCCC2=O)N1 (stereo not given) | -14% | -3 | -6% | -4% | -8% | ? | -4% | i | -13%
Cc1ccc2c(CC(=O)NNC(=O)c3ccccc3)coc2c1 | -19% | -5 | -2% | -2% | 3% | 13% | 4% | i | 4%
C=CCCC(=O)N(C)CCO | -6% | · | -4% | · | · | 38%[activator] | -1% | -5% | ·
NS(=O)(=O)c1ccc(CCNC(=O)c2ccc3c(=O)n4c(nc3c2)CCCCC4)cc1 | -14% | -4 | 8% | · | · | 34% | 2% | -5% | ·
Cc1nn(CC(=O)N2CCN(C)CC2)c(=O)c2c1sc1ccccc12 | -6% | -3 | 65%[activator] | -1% | 3% | 20% | 18% | i | -6%
COc1ccc2[nH]c3c(c2c1)CN(C)CC3 | -8% | -24 | 17% | -11% | 15% | 14% | 6% | 0% | -6%
COC(=O)CN1C(=O)[C@H]2[C@@H](c3ccc(C)o3)N3C(=O)CN(Cc4ccccn4)C(=O)[C@@]3(C)[C@H]2C1=O | -4% | · | 10% | -4% | 23% | 40%[activator] | -12% | 5% | -14%
Cc1ccc(NC(=O)CSc2nnc(-c3cc4occc4n3C)n2-c2ccccc2C)c(Cl)c1 | -23% | -22 | · | -5% | -16% | 39%[activator] | 4% | i | 24%
COc1ccc(C2c3cc4c(cc3OC(N3CCOCC3)C2C)OCO4)c(OC)c1 (stereo not given) | -29% | -8 | · | · | · | -14% | -2% | i | ·
CC(=O)Nc1ccc(S(=O)(=O)Nc2ncccn2)cc1 | -6% | 19 | 4% | -1% | 0% | 18% | 8% | -4% | -11%
CCOc1ccc(N(CC)C(=O)C2CCN(S(=O)(=O)c3cccc4nonc34)CC2)cc1 | -10% | · | · | -4% | -13% | -12% | -27% | -7% | 2%
Cc1nc(N2CCCC2)ncc1C(=O)Nc1ccc(F)cc1F | · | 1 | · | 1% | 0% | 31%[activator] | -15%[60.1 µM] | · | 37%[activator]
Cc1ccc(NS(=O)(=O)c2cc(C(=O)NCc3ccncc3)ccc2C)cc1 | -17% | -2 | 26% | -1% | -7% | 49%[activator] | -11% | -1% | -12%
COc1ccc(C(=O)NC2CC2)cc1OC1CCN(Cc2cc(C)cc(C)c2)CC1 | -1% | -26 | 5% | -4% | 16% | 27% | 0% | -11% | -6%
CCN(CC)C(=O)C1CCCN(C/C=C/c2ccccc2)C1 (stereo not given) | -12% | -6 | ? | 5% | 0% | 15% | -2% | 0% | 0%
CN(CCO)c1nc(N)c2c(N)nc3c(c2c1C#N)CC(=O)N3Cc1cccs1 | ? | 2 | 0% | -6% | 90% | 71%[activator] | -7% | 2% | -21%
COc1ccccc1NC(=S)NC(=O)c1ccc(Cn2cc(Br)cn2)cc1 | -6% | -25 | -8% | -4% | 8% | 141%[activator] | -6% | -4% | -4%
CCn1nc(C(=O)Nc2nc3ccc(C)cc3s2)c2ccccc2c1=O | 1% | -5 | 1% | -4% | 0% | -12% | -2% | · | -9%
COc1cc(CNCCNCC(C)O)ccc1OCc1ccc(Cl)nc1 (stereo not given) | -18% | -11 | 0% | 7% | 63% | 9% | -5% | i | -13%
CC(=O)c1ccc(OCCn2cnc3ccccc32)cc1 | -3% | 11 | ? | -8% | 25% | 15% | -5% | i | 0%

The results go on.
mol | POLH inh | RXFP1 antag | APEX1 inh | BLM inh | POLB inh | POLI inh | Pol kappa inh | PGK inhibitor | Anesthetic bind
COc1cc(-c2noc(C)c2C#CC2(O)CCCCC2)cc(OC)c1OC | -9% | · | -12% | -4% | 7% | -7%&30% | 14%&-26% | -6% | -16%
COCCN1CC(O)=C(c2nc3ccccc3c(=O)[nH]2)C1=N | -11% | -16 | 5% | 2% | -1% | -5% | -5% | -3% | 5%
CCC1(c2ccc(F)cc2)NC(=O)NC1=O (stereo not given) | -10% | -7 | 0% | 0% | 26% | 68%[activator] | -3% | 0% | -6%
O=C(NCc1nc(-c2ccccc2)no1)c1cccs1 | -18% | 4 | 0% | -3% | 8% | 24% | -5% | 0% | -16%
COc1ccc(-c2cn3cccnc3n2)cc1NC(=O)c1cc(OC)c(OC)c(OC)c1 | -5% | 10 | -5% | -15% | -16% | 74%[activator] | -1% | i | 2%
Cc1cccc(C(C)C)c1NC(=O)c1cccnc1 | 11% | 0 | 4% | -4% | 0% | 15% | 8% | -3% | -7%
Oc1cccc2c(-c3nn[nH]n3)ccnc12 | -10% | · | 6%&8% | · | · | ? | -1% | 0% | ·
CCN(CC(=O)Nc1cc(C)nn1-c1nc(C)cc(C)n1)Cc1ccccc1 | 8% | -37 | 1% | 2% | -4% | 48%[activator] | -19% | -6% | -17%
COC(=O)C1=CN(c2ccc(F)cc2)C=C(C(=O)OC)C1c1ccc(O)cc1 | -13% | -17 | 38% | -8% | 0% | 10% | -25% | 4% | 51%[activator]
CN1CCN(NS(=O)(=O)c2ccc(Cl)cc2)CC1 | 1% | 1 | 46%[activator][12.4 µM] | -2% | 0% | 63%[activator] | -2% | -8% | -3%
O=c1ncn(C2CCCCC2)c(=O)[nH]1 | 1% | 7 | · | · | · | 16% | -12% | -1% | ·
CC1CCc2nn(CC(=O)N3CCc4ccccc43)cc2C1 (stereo not given) | -13% | · | -3% | -6% | 32% | 16% | -7% | -8% | -6%
CCOc1ccc(NC(=O)CCS(=O)(=O)c2ccc(Br)s2)cc1 | ? | · | · | -1% | 28µM* | 8% | -28% | -16% | -6%
CC(C)(C)OC(=O)N/N=C/c1cc(N=Nc2ccccc2)ccc1O | -27% | -36 | 1% | -5% | 16% | 22% | -16% | -3% | -8%
Cc1cc(Cl)ccc1OCC(=O)OCC(=O)Nc1cccnc1Cl | -5% | 15 | 6% | · | · | 13% | -8% | 0% | ·
Cc1oc2ncnc(N3CCCCC3)c2c1C(=O)N1CCN(c2cccc(Cl)c2)CC1 | -17% | · | · | 1% | 10% | 11% | -2% | -1% | ?

A stretch taken from the entries so far, as a working copy:
mol | POLH inh | RXFP1 antag | APEX1 inh | BLM inh | POLB inh | POLI inh | Pol kappa inh | PGK inhibitor | Anesthetic bind
Cc1cccc(C(C)C)c1NC(=O)c1cccnc1 | 11% | 0 | 4% | -4% | 0% | 15% | 8% | -3% | -7%
Oc1cccc2c(-c3nn[nH]n3)ccnc12 | -10% | · | 6%&8% | · | · | ? | -1% | 0% | ·

High-throughput results (PubChem)

Only part of the results is shown; rates above refer to the full screens.
